Imprint erasure: qHTS Assay for Compounds that Induce Erasure of Genomic Imprints. mouse ES Peg3-LacZ reporter, beta-gal luminescence, 40 h. Potency, µM (doses to about 60.7 µM), for the others: top-dose activity change, positive = activation, actives largely listed as activators. 110,000 tested, 0.02% active. AID 1948, 2009;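 also: 0% = negative control wells on the plate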
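Gelatin-coated wells received 300 freshly trypsinized female ES cells with a Peg3LacZ-Neo reporter on the maternal allele, then incubated 40 hours at 37C. BetaGlo was added for 5 minutes at room temperature before a single luminescence read.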
p53ts 32C tox: qHTS Screen for Compounds that Selectively Target Cancer Cells with p53 Mutations: Cytotoxicity of p53ts Cells at the Permissive Temperature; Potency, µM (titrated, usually from 46.1 µM), without a hit: at the highest dose activity change, negative = cytotoxicity, most hits filed as cytotoxic; 130,000 tested, 0.93% active; H1299-p53A138V at 32C, ATP luminescence viability, 24 h;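 also: 0% = DMSO and -100% = full killing by reference compound; nearly all actives have a fitted effect of over 55% in size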
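H1299-p53 A138V cells (temperature-sensitive p53) exposed 24 h to up to 46 uM compound at 32C, where p53 is wild-type in conformation. Viability read as ATP luminescence and normalised to DMSO and 100 uM tamoxifen. AC50 fitted with the Hill equation.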
IkB signaling: IkB Signaling. ABC-DLBCL IkBa-CBG/CBR dual luciferase ratio, 4 h; response scale: scaled: untreated 0%, proteasome inhibitor 100%. Potency, µM (doses to about 57.1 µM), inactives show top-dose IkBa stabilization activation. 110,000 tested, 0.04% active. AID 445, 2006; active = well fitted curve in the direction sought with a large enough effect in the signal ratio, not every such curve was filed as active; inconclusive = small, poorly fitted or top-dose-only effect, or a change in a side signal; the % refers to the signal ratio;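 also: the direction sought is a rising ratio; 0% = basal untreated cells and 100% = reference inhibitor full response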
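In this assay, an IκBα–CBG68 fusion accumulates when IKK-driven degradation is blocked; native CBR normalizes for cell number. OCI-Ly3 cells were treated 4 h with compound and doxycycline, then green and red light read after Chroma-Glo addition.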
p53ts 39C tox: qHTS Screen for Compounds that Selectively Target Cancer Cells with p53 Mutations: Cytotoxicity of p53ts Cells at the Nonpermissive Temperature. H1299-p53A138V viability at 39C, ATP luminescence, 24 h. Potency, µM (series often up to 46.1 µM), for the others: at the top dose activity change, negative = cell killing, actives largely listed as cytotoxic. 130,000 tested, 1.5% active. AID 902, 2007; also: nearly all actives have a fitted effect of over 55% in size
Starred values were filed as active, the others as inactive; ? = inconclusive; nt = not tested or not shown; [ ] = dose if it differs, or a comment. Unless noted, calls follow the shape of the dose curve; as a rule, active = well fitted curve in the direction sought with a large enough effect; inconclusive = small, poorly fitted or top-dose-only effect, or another doubt; inactive = no such curve, though single readings can be large; an effect the other way counts as inactive or inconclusive. Unless noted, % is scaled to controls: 0 for no effect and ±100 for the full control effect; potency is read from the fitted curve at half-maximal effect.

The line under a structure holds: Imprint erasure, p53ts 32C tox, IkB signaling, p53ts 39C tox
O=C(CN(CC1CCCO1)C(=O)CNS(=O)(=O)c1ccc(Cl)cc1)NCC1CCCO1 (stereo unspecified)
    nt, 5%, nt, 17%
COc1cc(C2NC(=O)NC(C)=C2C(=O)Nc2cccc(C)c2C)cc(OC)c1OC (stereo unspecified)
    nt, -9%, nt, 8%
Cc1cc2oc(=O)c(CC(=O)NCCc3ccccc3F)c(C)c2c2occ(C(C)(C)C)c12
    -10%[10.9 µM], 11%, ?, -13%
Cc1cc(NCCN2CCOCC2)n2nc(C)c(-c3ccccc3)c2n1
    -15%, -2%, 2.3%, 6%
O=C(c1ccco1)N1CCN(S(=O)(=O)c2ccc(S(=O)(=O)NC3CCCC3)cc2)CC1
    -9%, -2%, 0.2%, ?
CCOc1ccc(-n2c(CCC(=O)O)ccc2-c2ccc(Br)cc2)cc1
    -5%[10.9 µM], 6%, ?, 0%
CCN(CC)S(=O)(=O)c1ccc2c(c1)N(CC(=O)N1CCN(c3cccc(C)c3)C(C)C1)C(=O)CO2 (stereo unspecified)
    -13%[10.9 µM], 15%, ?, -8%
Cn1c(/C(C#N)=C(\O)COc2ccc3ccccc3c2)nc2ccccc21
    -2%, 2%, 0.1%, -10%
O=C(Nc1c(Cl)cc(Cl)cc1C(=O)NCCN1CCOCC1)c1ccc(Cl)cc1Cl
    nt, -11%, nt, 11%
Cc1ccc2cc(C#N)c(SCC(=O)NCc3ccco3)nc2c1
    -11%, -1%, 0.0%, -1%
CCc1ccccc1N(CC)C(=O)c1c(C)oc2ncn(C)c(=O)c12
    7%[10.9 µM], 7%, -1.0%, 9%
CCOC(=O)Cc1csc(NC(=O)CSc2nncn2C)n1
    nt, -17%, nt, 1%
CC1CCCN(S(=O)(=O)c2cc(C(=O)NCCc3ccccc3)n(C)c2)C1 (stereo unspecified)
    -9%[10.9 µM], 15%, ?, -22%
CCOC(=O)c1ccccc1NC(=O)Cn1cnc2c(nnn2-c2ccc(C)cc2)c1=O
    ?, -11%, 0.8%, 19%
COCCNC(=O)c1ccc(-n2c(-c3ccccc3)cc3c2CCCCC3)cc1
    4%[10.9 µM], 22%, ?, ?
O=C(O)C1CC=CCC1C(=O)Nc1cc(Cl)ccc1Cl (stereo unspecified)
    6%, 1%, 0.6%, 9%
COC(=O)c1sccc1NC(=O)Cn1nnc(-c2ccc(C)cc2)n1
    3%, 7%, 0.4%, 12%
Cc1cc(Cl)ccc1NC(=O)CSc1nnc(Cc2cccs2)n1Cc1ccco1
    -20%, 10%, ?, -1%
CCCC1=C(C(=O)OCC)C(c2ccc(N(C)C)cc2)n2ncnc2N1 (stereo unspecified)
    -7%, 11%, -0.9%, 11%
CCOC(=O)c1ccccc1NC(=O)CN1C(=O)c2ccccc2S1(=O)=O
    2%, 2%, -0.2%, 1%
CC(=O)N1CCCC1c1nc2ccccc2n1Cc1ccccc1C (stereo unspecified)
    -28%[10.9 µM], 115%[activator], ?, 120%[activator]
O=C(NCc1nc2ccccc2n1Cc1ccccc1Cl)c1ccccc1
    10%[10.9 µM], 4%, ?, ?
Cc1ccc(OCc2nc(-c3ccc(C(=O)N4CCN(c5ccccc5)CC4)cc3)oc2C)cc1
    -6%[10.9 µM], 7%, ?, -19%
CCOc1ccc(C2c3c(oc4ccccc4c3=O)C(=O)N2c2ccc(C)cn2)cc1OC (stereo unspecified)
    -2%, -2%, -1.4%, 0%
COc1ccccc1N(CC(=O)N1CCCCC1)S(=O)(=O)c1ccccc1
    -13%, -10%, 0.4%, 13%
CCCOc1ccc(C(=O)Nc2ccc(NC(=O)c3cccc(Cl)c3)cc2)cc1
    -5%[10.9 µM], 11%, 2.0%, 23%
CC1=C(C(=O)Nc2cccnc2)C(c2ccc(F)cc2)n2nc(SCc3ccccc3F)nc2N1 (stereo unspecified)
    8%[10.9 µM], -3%, 3.1%, 30%[activator]
NC(=O)CSc1nc2ccc(NC(=O)COc3ccccc3Cl)cc2s1
    8%[10.9 µM], ?, ?, 10%
CC(C)c1ccc2c(c1)NC(c1ccc(F)cc1)=NC(c1cccs1)=N2
    -6%[10.9 µM], 8%, ?, ?
COc1cc(OC)cc(C(=O)Nc2ccc3nc4c(c(Nc5ccc(OC)c(OC)c5)c3c2)CCCC4)c1
    ?, ?, -3.9%, ?
Cc1cccn2c(=O)c(C=NCc3ccccc3)c(NCCO)nc12
    -17%, -4%, -2.5%, 10%
CCc1cc(C(=O)OC)c(N2C(=O)C3C4C=CC(C4)C3C2=O)s1 (stereo unspecified)
    4%, -2%, 1.9%, 2%
COc1ccc(NC(=O)Cn2c(=O)c3cc(Cl)ccc3n3nncc23)cc1
    5%[10.9 µM], 5%, -0.8%, 12%
Cc1ccc(NC(=O)CN2C(=O)CSc3ccc(S(=O)(=O)N(C)C)cc32)cc1C
    -6%[10.9 µM], 3%, -0.4%, -5%
CC(C)OC(=O)CSc1nnc(-c2cnccn2)n1Cc1ccco1
    2%, -1%, 0.4%, 9%
O=C1CCc2cc(S(=O)(=O)N3CCC(C(=O)NC4CCCC4)CC3)ccc2N1
    -2%, 1%, 2.9%, -6%
CCc1ccc(NC(=O)c2sc3ncnc(N(C)C4CCCCC4)c3c2C)cc1
    -13%[10.9 µM], 3%, ?, -20%
CCn1cc(C(=O)NCc2ccccc2OC)c(=O)c2cc(S(=O)(=O)N3CCCCC3)ccc21
    -4%[10.9 µM], 10%, -0.8%, 1%
COCCOC(=O)c1c(-c2ccccc2)c(-c2ccccc2)nn(C)c1=O
    -7%[10.9 µM], 7%, 0.0%, -7%
CCOc1cc(C(=O)N(C)Cc2cc3ccccc3[nH]c2=O)cc(OCC)c1OCC
    -4%, 9%, 2.8%, 6%
CCCc1[nH]nc2c1C(c1cc(OC)cc(OC)c1)C(C#N)=C(N)O2 (stereo unspecified)
    -4%, 6%, 0.1%, -3%
COc1ccccc1CNC(=O)COC(=O)[C@H](Cc1c[nH]c2ccccc12)NC(=O)c1cccs1
    nt, 38%[activator], nt, 35%[activator]
COC(=O)Cn1ccc(N(C)C)c(C#N)c1=O
    -1%, -6%, 0.2%, 5%
CC(C)CCNC(=O)CN1C(=O)CSc2ccc(S(=O)(=O)N3CCC(C)CC3)cc21
    3%[10.9 µM], 6%, 1.1%, -12%
CCn1nnnc1SCC(=O)NCc1ccc2c(c1)OCO2
    nt, -8%, nt, -4%
CC1=C(c2ccc(C)c(C)c2)S(=O)(=O)N=C1N1CCC(C(=O)N2CCC(C(N)=O)CC2)CC1
    -7%[10.9 µM], 3%, -1.4%, -8%
Cc1cc(C)nc(Nc2ccccc2Br)n1
    -3%, 0%, 0.7%, -3%
Cn1c(=O)c2[nH]c(/N=N\N3CCN(CCO)CC3)nc2n(C)c1=O
    -7%[10.9 µM], -2%[9.22 µM], 0.8%[11.4 µM], 4%[9.22 µM]
COc1ccc(C(=O)COC(=O)C(Cc2c[nH]c3ccccc23)NC(=O)c2ccc(C(C)(C)C)cc2)cc1 (stereo unspecified)
    -18%[10.9 µM], 12%, 4.8%, 14%
O=C(CSc1nc2cc(S(=O)(=O)N3CCOCC3)ccc2o1)NC1CCCc2ccccc21 (stereo unspecified)
    -14%, 3%, ?, -2%
Cc1cccn2c(=O)c3cc(C#N)c(=O)n(-c4c(C)n(C)n(-c5ccccc5)c4=O)c3nc12
    -4%, 5%, 4.3%, 10%
Cc1cc(C(=O)OCC(=O)Nc2ncc(C(F)(F)F)cc2Cl)c(C)o1
    -4%, 0%, 0.9%, -11%
CS(=O)(=O)c1ncc(N(Cc2ccco2)Cc2ccco2)c(C(=O)Nc2ccccc2Br)n1
    -15%[10.9 µM], 15%, 2.7%, -22%
Nc1ncnc2c1CCC2
    -15%, -5%, 0.9%, 10%
CC(C)c1nn2c(=O)cc(COC(=O)c3ccc(NC(=O)C4CCCCC4)cc3)nc2s1
    -8%[10.9 µM], -14%, -1.6%, -21%
Cc1nc2ccccc2c(=O)n1/N=C/c1cccnc1
    -23%, -8%, -0.9%, 4%
CC12CC(NC(=O)N1c1ccc(C(=O)N3CCN(c4ccccn4)CC3)cc1)c1ccccc1O2 (stereo unspecified)
    1%, -3%, 1.7%, 6%
COC(=O)c1ccccc1NC(=O)C(C)Oc1ccccc1 (stereo unspecified)
    -15%, 0%, -1.9%, -7%
COc1cc(CN2CCCCC2)cc2cc(C(=O)O)c(=O)oc12
    -6%[10.9 µM], 5%[9.22 µM], 1.9%[11.4 µM], 14%[9.22 µM]
COc1cc(C2C(=O)N(C3CCCCC3)CC(=O)N2C2CCCC2)ccc1OC(C)C (stereo unspecified)
    13%[10.9 µM], 6%, -0.7%, ?

Whole records, looked up by structure. Order of screens: Imprint erasure | p53ts 32C tox | IkB signaling | p53ts 39C tox
COc1cc(CN2CCCCC2)cc2cc(C(=O)O)c(=O)oc12 in the list: -6%[10.9 µM] | 5%[9.22 µM] | 1.9%[11.4 µM] | 14%[9.22 µM]
Nc1ncnc2c1CCC2 in the list: -15% | -5% | 0.9% | 10%
COC(=O)c1ccccc1NC(=O)C(C)Oc1ccccc1 (stereo unspecified) in the list: -15% | 0% | -1.9% | -7%

Later entries.
The line under a structure holds: Imprint erasure, p53ts 32C tox, IkB signaling, p53ts 39C tox
CCOc1ccc(N2CC(=O)Nc3ccccc3NCC2=O)cc1
    -12%, 6%, 0.7%, -9%
N#CC1=C(N)Oc2n[nH]c(-c3cccs3)c2C1c1ccoc1 (stereo unspecified)
    11%, 10%, 1.3%, 2%
Cn1cc(C(=O)NCCc2ccccc2)c(=O)c2cc(S(=O)(=O)N3CCOCC3)ccc21
    -6%, -2%, -0.6%, -6%
COc1ccccc1C(=O)NCCSc1c(C)[nH]c2ccccc12
    10%[10.9 µM], 1%, ?, -1%
CCc1ccc(-c2nc(CSCC(=O)N3CCN(c4ccccn4)CC3)c(C)o2)cc1
    -25%, -15%, ?, -15%
O=C(COc1ccccc1Cl)OCC(=O)N1CCN(S(=O)(=O)c2ccccc2)CC1
    -10%, -6%, 1.2%, -1%
CN(C)S(=O)(=O)c1ccc(C(=O)OCCCN=C2NS(=O)(=O)c3ccccc32)cc1
    -8%, 2%, 0.1%, 2%
CCOc1ccc(NC(=O)c2ccc3c(SCC(=O)O)c4c(nc3c2)CCCC4)cc1
    -7%[10.9 µM], -4%, ?, -17%
NC(=O)C1CCCN(S(=O)(=O)c2ccc(Br)cc2)C1 (stereo unspecified)
    3%, 2%, 1.2%, -6%
CC(=O)Nc1cccc(C(=O)Nc2ccccc2C(=O)O)c1
    -35%[inhibitor], -30%, ?, -25%
COc1cc(C(=O)OC(C)C(=O)N2CCc3ccccc3C2)ccc1OCC(=O)N1CCOCC1 (stereo unspecified)
    -25%, -1%, 0.6%, 3%
CN(C)Cc1ccccc1-c1cc(NC2CC2)ncn1
    -16%, -2%, 1.1%[11.4 µM], 1%
O=C(CN1C(=O)C2CC=CCC2C1=O)Nc1nccs1 (stereo unspecified)
    -5%, -4%, 0.9%, -6%
Cc1ccc(S(=O)(=O)Oc2ccccc2/C=N/NC(=O)c2c(Cl)cnn2C)cc1
    nt, -2%, nt, -3%
COc1ccc(CN(C)c2ccc(-c3nc(-c4ccccc4)no3)cc2[N+](=O)[O-])cc1
    8%[10.9 µM], -3%, 5.1%, 19%
N#CCCn1c(=O)c(-c2cc(F)cc(F)c2)nc2cnc(N3CCOCC3)nc21
    6%, -22%, 1.3%[11.4 µM], -21%
CS(=O)(=O)N(CC(=O)NCCSc1ccccc1)c1ccc2c(c1)OCO2
    -15%, 2%, -0.6%, 0%
O=c1c2sc3ccccc3c2n(Cc2cccc(C(F)(F)F)c2)c(=O)n1Cc1ccco1
    -13%[10.9 µM], -8%, ?, -9%
COc1ccc(C2c3c(-c4ccccc4)n[nH]c3C(=O)N2c2ccc(C(=O)O)cc2)c(OC)c1 (stereo unspecified)
    7%[10.9 µM], 7%, ?, 29%
O=C(C1CCC(CNc2c(N3CCCCC3)c(=O)c2=O)CC1)N1CCc2ccccc2C1 (stereo unspecified)
    -21%, 4%, 4.1%, 3%
